DRD3 antagonist = antagonists of human D3 dopamine receptor; actives 2.5% (n = 360,000); P35462; max response, negative = inhibition, %; D3R cells, DiscoveRx beta-arrestin luminescence, antagonist mode; active compounds read low; in the data active = max response below about -50%; inconclusive = no clear call, values can overlap the other calls; note: % is set by controls: 0 for no effect and ±100 for the full control effect; mostly tested at two doses, the higher about 12 µM
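Cells expressing the human receptor were seeded at 1500 cells/well, incubated overnight at 37 degrees C in 5% CO2, then exposed to library compounds with dopamine controls for 90 minutes at 37 degrees C before luminescent detection.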
PI5P4K alpha inh = inhibitors of human PI5P4K alpha; P48426; PI5P4Kalpha enzyme, ADP-Glo luminescence, 60 min; active compounds read low; actives 1.2% (n = 330,000); max response, %; active = max response of -50% or lower; inconclusive = between -30% and -50%; inactive = -30% or higher; note: value at the top dose of about 77 µM; % is set by controls: 0 for no effect and ±100 for the full control effect
Target sequence (P48426 whole entry, looked up): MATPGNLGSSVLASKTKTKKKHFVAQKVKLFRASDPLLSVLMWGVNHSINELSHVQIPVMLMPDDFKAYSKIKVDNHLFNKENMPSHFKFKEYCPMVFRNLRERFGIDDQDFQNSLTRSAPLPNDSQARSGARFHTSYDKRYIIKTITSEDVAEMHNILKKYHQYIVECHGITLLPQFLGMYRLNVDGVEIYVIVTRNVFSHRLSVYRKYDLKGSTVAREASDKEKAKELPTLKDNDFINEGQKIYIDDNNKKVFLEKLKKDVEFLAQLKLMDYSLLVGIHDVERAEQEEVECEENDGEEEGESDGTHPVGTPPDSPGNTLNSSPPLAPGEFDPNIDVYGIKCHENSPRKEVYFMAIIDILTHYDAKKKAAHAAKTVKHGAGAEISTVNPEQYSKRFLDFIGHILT
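ADP-Glo luminescence end-point after a 60 min room-temperature kinase reaction. PI5P4Kalpha and substrate in HEPES pH 7.4 buffer with EGTA, 0.1% CHAPS and 5% DMSO; ATP at 5 microM final.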
DRD3 agonist = agonists of human D3 dopamine receptor | P35462 | actives 0.58% (n = 410,000) | max activation, % | D3R DiscoveRx beta-arrestin cells, luminescence, 90 min; in the data active = max activation above about 30%; note: 0% is about no effect; mostly tested at two doses, the higher about 12 µM
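Agonist mode: compounds and dopamine controls were applied to plated cells for 90 min at 37 degrees C after an overnight attachment at 1500 cells/well. Luminescent read-out followed 30 - 60 minutes at room temperature with DiscoveRx detection reagent.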
IL-2 act = activators of IL-2; IL-2 activation reporter assay, cell-based qHTS; stimulated with anti-CD3/CD4/CD28 beads; in transgenic mouse T cells; activation, % (series mostly up to about 46 µM); actives 0.065% (n = 360,000); in the data active = activation above about 50%; inconclusive = mostly about 30% to 49%; note: 0% is about no effect
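First, unstimulated transgenic mouse T cells were exposed to compound for 60 min. Next, anti-CD3/anti-CD4-coated beads with anti-CD28 were added. Finally, after 18 h at 37 degrees C, EGFP and DsRed were imaged.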
GLP-1R agonist = agonists of human GLP-1 receptor | actives 0.007% (n = 380,000) | Potency, µM (doses to about 45.6 µM), for the others: at the highest dose activation, usual class: activators | P43220 | AID 624172 | HEK293 GLP-1R CRE-luciferase, luminescence, 4-6 h; cells express a hypersensitive GLP-1R form; note: potency is the fitted concentration of half-maximal effect; % of control where 0% means no effect
GLP1R cytotox = cytotoxicity counter-screen for GLP-1 receptor inverse agonists | HEK293 cAMP-luciferase reporter cells, luminescence, 24 h | Potency, µM (highest dose often 38.3 µM), without a hit: at the highest dose activity change, negative = inhibition, hits mostly inhibitors | actives 0.13% (n = 410,000) | AID 624418;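 note: loss of luciferase light is scored as toxicity; potency is the fitted concentration of half-maximal effect; % is set by controls: 0 for no effect and ±100 for the full control effect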
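A 23 nL compound transfer followed 12 hours of cell culture at 37 deg C; exposure then lasted 24 hr. Luciferase assay detection reagent was dispensed and plates read for luminescence after a 12 min room-temperature wait.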
PLK1 PBD inh = inhibitors of human PLK1 polo-box domain binding; Plk1 PBD binding of FITC phosphopeptide, fluorescence polarization; Potency, µM, without a hit: max response, negative = inhibition, hits mostly inhibitors; actives 2.8% (n = 360,000); AID 720504; note: potency is the fitted concentration of half-maximal effect; series mostly up to about 57 µM; % is set by controls: 0 for no effect and ±100 for the full control effect; nearly all actives have a fitted effect of over 65% in size
Target sequence (P53350 whole entry, looked up, the tested form may be a part): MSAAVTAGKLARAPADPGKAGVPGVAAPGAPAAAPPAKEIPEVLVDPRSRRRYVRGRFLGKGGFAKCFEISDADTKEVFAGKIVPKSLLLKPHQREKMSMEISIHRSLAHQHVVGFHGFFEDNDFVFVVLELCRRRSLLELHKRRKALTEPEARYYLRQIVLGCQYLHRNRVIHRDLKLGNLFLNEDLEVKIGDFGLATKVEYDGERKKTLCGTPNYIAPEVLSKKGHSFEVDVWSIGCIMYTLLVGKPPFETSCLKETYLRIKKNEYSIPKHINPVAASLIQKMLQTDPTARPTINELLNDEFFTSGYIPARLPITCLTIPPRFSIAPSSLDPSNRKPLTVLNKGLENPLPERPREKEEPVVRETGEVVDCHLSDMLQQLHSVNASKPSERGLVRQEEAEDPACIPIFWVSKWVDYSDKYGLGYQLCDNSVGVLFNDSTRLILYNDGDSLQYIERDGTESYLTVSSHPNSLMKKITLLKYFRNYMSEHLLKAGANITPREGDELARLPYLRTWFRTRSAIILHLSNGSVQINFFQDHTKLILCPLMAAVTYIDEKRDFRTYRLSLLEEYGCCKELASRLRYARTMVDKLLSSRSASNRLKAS
WRN inhibitor = blocks human WRN helicase; Q14191; WRN helicase unwinding, fluorescent forked duplex, kinetic; Potency, µM (highest dose often 114 µM), inactives show at the highest dose activity change, negative = inhibition, most hits filed as inhibitors; actives 0.46% (n = 360,000); AID 651768; note: potency is the fitted concentration of half-maximal effect; % is set by controls: 0 for no effect and ±100 for the full control effect; nearly all actives have a fitted effect of over 55% in size
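Kinetic red-fluorescence monitoring (525/598 nm) tracks WRN helicase activity after 100 nM fluorophore-quencher forked duplex and 2 mM ATP are added to 20 nM enzyme pretreated 15 min at room temperature with compound.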
GLP1R inv ag = inverse agonists of human GLP-1 receptor | actives 1.6% (n = 410,000) | HEK293 GLP-1R CRE-luciferase, luminescence, 24 h; GLP-1R form is constitutively active | P43220 | Potency, µM (series often up to 38.3 µM), without a hit: at the top dose activity change, negative = inhibition, most hits filed as inhibitors | AID 624417; note: potency is the fitted concentration of half-maximal effect; % is set by controls: 0 for no effect and ±100 for the full control effect; nearly all actives have a fitted effect of over 55% in size
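Readout was luciferase luminescence, measured 12 min after detection reagent at room temperature. Beforehand, GLP-1R reporter HEK293 cells had sat 12 h, then received compounds for 24 hr at 37 deg C.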
An asterisk follows results filed as active; ? = inconclusive; . = not tested or not shown; [ ] = another dose, or the depositor's remark. Unless noted, calls come from the whole dose curve; as a rule, active = well fitted curve in the direction sought with a large enough effect; inconclusive = small, poorly fitted or top-dose-only effect, or another doubt; inactive = no such curve, though single readings can be large; an effect the other way counts as inactive or inconclusive.

Preview (2 entries):
SMILES	DRD3 antagonist	PI5P4K alpha inh	DRD3 agonist	IL-2 act	GLP-1R agonist	GLP1R cytotox	PLK1 PBD inh	WRN inhibitor	GLP1R inv ag
CC(C(=O)N(C)Cc1ccccc1)N1CCN(C/C=C/c2ccccc2)CC1 (stereo not given)	-25	0	14	-0.6	6%	-10%	-15%	-7%	-27%
Cc1ccccc1-c1cc2nc(Oc3cccc4ccccc34)n(C)c(=O)c2s1	7	3	5	-0.1	-2%	18%	-3%	-3%[57.1 µM]	-17%

This part in full (from the top)
SMILES	DRD3 antagonist	PI5P4K alpha inh	DRD3 agonist	IL-2 act	GLP-1R agonist	GLP1R cytotox	PLK1 PBD inh	WRN inhibitor	GLP1R inv ag
CC(C(=O)N(C)Cc1ccccc1)N1CCN(C/C=C/c2ccccc2)CC1 (stereo not given)	-25	0	14	-0.6	6%	-10%	-15%	-7%	-27%
Cc1ccccc1-c1cc2nc(Oc3cccc4ccccc34)n(C)c(=O)c2s1	7	3	5	-0.1	-2%	18%	-3%	-3%[57.1 µM]	-17%
COc1ccc(C(=O)N2c3ccccc3C(=O)OC2c2ccc3c(c2)OCO3)cc1 (stereo not given)	-7	0	-7	-2.3	-16%	-4%	?	-8%	-7%
COCc1cc(=O)[nH]c(/N=C(\N)Nc2c(F)cccc2F)n1	8	1	-2	-1.9	14%	-7%	-12%	-4%	52%[activator]
CCOC(=O)N1CCN(CC(O)COc2c(C)cccc2C)CC1 (stereo not given)	21	17	3	0.8	12%	-9%	1%	-9%	-4%
CCCn1c(N)c(Sc2ccc([N+](=O)[O-])cc2)c(=O)n(CCC)c1=O	-1	0	-5	0.1	6%	8%	-16%	10%	-18%
Cc1ccc(S(=O)(=O)c2cc3c(=O)n4cccc(C)c4nc3n(Cc3ccncc3)c2=N)cc1	10	-3	3	-0.7	11%	25%	-5%	-7%	35%[activator]
CCC(=O)Nc1ccc(N2CCC(C)CC2)cc1	-18	-9	-4	0.0	-6%	-12%	-6%	-3%	13%
COc1cc(C(=O)NNC(=O)CCOc2cccc(Br)c2)cc(OC)c1OC	2	-2	-7	0.2	-2%	-1%	0%	2%	-7%
FC(F)(F)c1cccc(Cc2noc(CN3CCSCC3)n2)c1	-10	0	4	-2.5	12%	-12%	2%	1%	?
O=C(Cc1ccccc1F)NC1CCCc2ccccc21 (stereo not given)	-18	0	-14	0.7	7%	4%	-4%	-2%	-9%
O=C(CSC1=Nc2ccccc2N=C(c2ccc(F)cc2)C1)NCc1ccc(Cl)cc1	.	.	-2	.	1%	-3%	.	.	-1%
CCN(CCCNC(=O)COc1cc(=O)n(CC)c2ccccc12)c1ccccc1	12	.	2	0.9	15%	3%	-4%	1%	13%
C#CCNC(=O)C1=C[C@H](c2cn(C(C)=O)c3ccccc23)[C@@H](CCCO)[C@H](OCC)O1	-20	-3	-21	-0.1	2%	2%	-5%	10%	11%
CC(=O)c1ccccc1NC(=O)COC(=O)CCC1CCCC1	17	15	1	0.0	-2%	-8%	6%	-8%	-4%
Cc1ccccc1OCC(=O)N(Cc1cccs1)C1CCS(=O)(=O)C1 (stereo not given)	0	0	-4	-2.6	0%	-13%	-1%	2%	3%
CCn1c(NC(=O)C(C)C)c(-c2cccs2)c(=O)c2ccccc21	4	4	-6	-1.8	-1%	-7%	-1%	0%	2%
COc1ccc2nc(-c3ccccc3)cc(C(=O)OCC(=O)N3CC(C)OC(C)C3)c2c1 (stereo not given)	34	-6	7	-0.6	1%	146%[activator]	-2%	-3%[11.6 µM]	?
CCC(C)Sc1nc2c(c(=O)[nH]c(=O)n2C)n1Cc1ccc(Cl)cc1 (stereo not given)	0	0	11	4.4	25%	78%[activator]	-27%	-9%[57.1 µM]	111%[activator]
CN(C)CCCOc1ccc(-c2cc3nc(NCc4cccnc4)n(C)c(=O)c3s2)cn1	22	-1	0	-0.1	19%	5%	1%	11%	24%
O=C(c1cccc([N+](=O)[O-])c1)c1cc2ccccc2o1	4	-6	15	-2.9	4%	-3%	-6%	2%	26%
O=C(NCc1cccs1)c1nc(-c2cccs2)no1	1	-4	-2	-4.0	-7%	8%	-4%	1%	17%
CC1Cc2nc(SCC(=O)Nc3ccccc3F)n(C)c(=O)c2S1 (stereo not given)	4	1	3	-1.3	-5%	-6%	-21%	0%	10%
O=C(NNC(=O)c1ccc(Br)s1)c1ccc(F)c(S(=O)(=O)N2CCOCC2)c1	-16	-3	2	-0.4	-3%	6%	-12%	0%	-26%
Cc1ccc(/C=C/C(=O)Nc2ccc([N+](=O)[O-])cc2)o1	12	.	-12	-1.5	-7%	-4%	-13%	1%	77%[activator]
CC1CCN(S(=O)(=O)c2ccc(NC(=O)C3CSC4(C)CCC(=O)N34)cc2)CC1 (stereo not given)	2	-26	3	-0.2	5%	8%	-8%	1%[11.6 µM]	-26%
CN1CCC/C1=C/C=C1\SC(=S)NC1=O	-64*	-19	-12	0.5	14%	?	85%[activator]	0%	13%
CC[C@H](NC(=O)/C=C/[C@H]1O[C@@H](n2cc(C)c(=O)[nH]c2=O)C[C@@H]1O)c1ccccc1	6	3	8	-0.4	6%	-3%	2%	3%	27%
CC1CN(C(=O)COC(=O)c2cncc(Br)c2)CC(C)O1 (stereo not given)	-54*	-5	1	-3.8	-3%	1%	-23%	8%	-2%
COC(=O)Cc1cnc(NC(=O)CSc2nc(C(C)C)cc(=O)[nH]2)s1	-12	-3	2	0.2	-2%	2%	-3%	-7%	6%
CC1Sc2ccc(S(=O)(=O)N3CCC(C(=O)NCCc4ccccc4)CC3)cc2NC1=O (stereo not given)	12	2	-8	-4.4	13%	-6%	0%	3%	?
Cc1nc2ccc(NC(=O)Cc3ccccc3F)cc2s1	-7	7	3	0.9	6%	?	-16%	-1%	?
Cc1noc(C)c1NC(=O)N(C)C[C@H]1Oc2ccc(NC(=O)C3CCCCC3)cc2C(=O)N([C@H](C)CO)C[C@@H]1C	37	9	5	-0.2	-5%	-1%	-9%	1%	18%
CCS(=O)(=O)c1ccc2oc(SCC(=O)Nc3ccc(OC)c(OC)c3)nc2c1	-8	-8	-5	-2.8	7%	3%	-8%	12%	10%
CCOC(=O)C1=C(Nc2ccc(C)cc2)CC(C)(O)C(C(=O)OCC)C1c1ccccc1 (stereo not given)	-4	.	-1	-2.2	2%	-12%	2%	-4%	-8%
COC(=O)CCCC1=CC2=C(c3ccccc3)C(=O)C(C)(OC(=O)C3CCCC3)C(=O)C2=CN1Cc1ccc(OC)cc1 (stereo not given)	-6	-6	-32	-3.0	-3%	12%	?	-1%	-23%
CCN(CC(=O)NCc1ccc(F)cc1)S(=O)(=O)c1ccc(Cl)s1	-5	2	-3	0.3	7%	2%	-7%	-7%	?
CN(C)c1ccc(/C=N/Nc2cc(N3CCOCC3)nc(N3CCOCC3)n2)cc1	-13	-6	3	-3.0	13%	5%	-7%	-22%[57.1 µM]	-28%
Cc1cccc(N2N=C(C(=O)Nc3ccc(Cl)c(S(=O)(=O)N4CCOCC4)c3)CCC2=O)c1	-3	3	-8	-2.1	8%	-16%	-14%	-29%	22%
O=C(Nc1ccc2nc([C@H]3C[C@H](O)[C@@H](CO)O3)[nH]c2c1)NC(c1ccccc1)c1ccccc1	-19	1	0	0.8	5%	-3%	-13%	7%[57.1 µM]	1%
Cc1cccc(OCc2nnc3n2CCCCC3)c1	-13	3	-3	14	-2%	-26%	-15%	-1%	-6%
CCCn1c(=O)c(C(=O)c2ccccc2)nc2ccccc21	-12	2	-4	-1.3	6%	-3%	-9%	0%	1%
O=C1CSC(c2ccc(F)cc2)N1c1ccccc1F (stereo not given)	-1	3	-6	0.2	25%	0%	-10%	-4%	?
CSc1ccccc1C(=O)Nc1ccccc1C(=O)N1CCCC1	7	-10	-3	-0.3	-3%	-1%	-2%	11%	23%
Cc1cc(C)nc(N2CCCC(C(=O)NCc3cccs3)C2)n1 (stereo not given)	17	.	1	0.1	-15%	9%	-7%	3%	0%
COc1cc(NC(=O)c2cccnc2SC)cc(OC)c1OC	7	-4	0	0.2	5%	-21%[7.66 µM]	-9%	4%	2%[7.66 µM]
CCOC(=O)C1CCCN(C(=O)CSc2nccn2C)C1 (stereo not given)	10	0	4	0.3	-15%	0%	0%	-4%	-4%
O=C(C1CCC(CNc2nc(=S)[nH]c3ccccc23)CC1)N1CCN(c2ccccn2)CC1 (stereo not given)	24	.	13	-1.4	9%	-25%	2%	-1%	-20%
C=CCn1c(=NC(=O)c2ccco2)sc2cc(C(=O)OCC)ccc21	11	-4	2	-3.0	8%	-8%	-13%	-8%	13%
COc1cc(CN2CCN(CCOCCO)CC2)cc(OC)c1OC	-7	.	10	0.8	-6%	-8%	3%	4%	2%
CC(C)NC(=O)CCCC(=O)NC(C)C	11	1	21	0.2	-9%	-4%	-1%	5%	17%
COc1ccc(-c2nn(-c3ccccc3)cc2/C=C\C(=O)Nc2ccc(C(=O)O)cc2)cc1	-7	-29	-6	0.1	6%	-16%	-26%	-24%	-27%
O=C1CCCN1c1ccc(S(=O)(=O)N2CCCCC2)cc1	9	0	6	-0.1	4%	-8%	4%	2%	-11%
c1cncc(-c2nc(-c3ccc4c(c3)OCO4)cs2)c1	0	-5	-8	0.4	11%	14%	-3%	?	22%
Cc1nc([N+](=O)[O-])cn1CC(O)c1ccccc1 (stereo not given)	7	0	5	-0.5	1%	-4%	-6%	3%	5%
O=C(CSc1ccccc1)Nc1nnc(-c2ccco2)o1	1	1	-1	0.7	-1%	0%	0%	-10%	28%
COc1ccc(Nc2nc(N)c([N+](=O)[O-])c(N3CCCC3)n2)cc1	-15	-4	-1	-3.2	?	-10%	6%	-2%	1%
CCOC(=O)Cc1csc(NC(=O)COc2ccc(N(C)S(=O)(=O)c3cccs3)cc2)n1	76	-16	3	-0.2	-4%	-11%	-4%	-6%	?

Source: PubChem (National Center for Advancing Translational Sciences (NCATS))
